MBNL1 CUG block: inhibitors of human MBNL1 binding to CUG repeat RNA | Q9NR56 | TR-FRET MBNL1-His/biotin-(CUG)12 binding, 665/545 ratio | Potency, µM (doses to about 57.5 µM), without a hit: top-dose activity change, negative = inhibition, actives largely listed as inhibitors | 280,000 compounds, 0.036% hits; active = well fitted inhibition curve with a large enough effect in the signal ratio, with a control signal flat, not every such curve was filed as active; inconclusive = small, poorly fitted or top-dose-only effect, or effect the other way, or a change in a side signal; inactive = no such curve, though single readings can be large or run the other way; the % refers to the signal ratio; also: potency is read from the fitted curve at half-maximal effect; % is scaled to controls: 0 for no effect and ±100 for the full control effect
Target sequence (Q9NR56 whole entry, looked up): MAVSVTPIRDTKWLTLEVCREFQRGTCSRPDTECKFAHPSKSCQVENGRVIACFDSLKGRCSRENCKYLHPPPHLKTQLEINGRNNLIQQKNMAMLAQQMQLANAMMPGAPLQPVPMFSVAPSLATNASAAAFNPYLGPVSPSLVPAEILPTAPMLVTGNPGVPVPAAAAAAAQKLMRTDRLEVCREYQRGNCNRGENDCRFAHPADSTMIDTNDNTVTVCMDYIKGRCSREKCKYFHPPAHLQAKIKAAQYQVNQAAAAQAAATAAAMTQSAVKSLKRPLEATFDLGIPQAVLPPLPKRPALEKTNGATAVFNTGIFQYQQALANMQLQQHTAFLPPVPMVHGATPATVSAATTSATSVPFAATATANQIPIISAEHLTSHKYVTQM
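Ratiometric TR-FRET (665 over 545 nm, excitation 340 nm) tracks disruption of MBNL1-His/biotin-(CUG)12 complex after 60 min at room temperature, with compounds at 92 nM to 58 uM final.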
Chronic BCR inh: blocks chronic active B-cell receptor signaling. AID 493014. Potency, µM (highest dose often 46.1 µM), without a hit: at the top dose ratio change, negative = lower green/red ratio, most hits filed as inhibitors. ABC-DLBCL IkBa-CBG/CBR reporter, luminescence ratio, 4 h. 340,000 compounds, 0.05% hits; active = well fitted inhibition curve with a large enough effect in the signal ratio, with a control signal flat, not every such curve was filed as active; inconclusive = small, poorly fitted or top-dose-only effect, or effect the other way, or a change in a side signal; the % refers to the signal ratio;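 also: potency is read from the fitted curve at half-maximal effect; plate controls were basal doxycycline-induced cells for no effect and cells given 10 µM MG132 for full effect; MG132 reads +100%, hits lower the ratio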
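Cell line TMD8 (human ABC DLBCL), stably expressing tet-inducible CBG68-IkBa fusion and CBR; IMDM/0.5% FBS; cpd up to 46 uM; dox induction, 4 h, 37C/5% CO2; dual luminescence; green/red ratio; MG132 control.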
GALK inhibitor: blocks human galactokinase activity | P51570 | Purified GALK, Kinase-Glo residual ATP luminescence | Potency, µM (doses to about 57.5 µM), for inactives: at the highest dose activity change, negative = inhibition, most hits filed as inhibitors | 270,000 compounds, 0.007% hits | AID 1868; also: potency is read from the fitted curve at half-maximal effect; % is scaled to controls: 0 for no effect and ±100 for the full control effect
Target sequence (P51570 whole entry, looked up): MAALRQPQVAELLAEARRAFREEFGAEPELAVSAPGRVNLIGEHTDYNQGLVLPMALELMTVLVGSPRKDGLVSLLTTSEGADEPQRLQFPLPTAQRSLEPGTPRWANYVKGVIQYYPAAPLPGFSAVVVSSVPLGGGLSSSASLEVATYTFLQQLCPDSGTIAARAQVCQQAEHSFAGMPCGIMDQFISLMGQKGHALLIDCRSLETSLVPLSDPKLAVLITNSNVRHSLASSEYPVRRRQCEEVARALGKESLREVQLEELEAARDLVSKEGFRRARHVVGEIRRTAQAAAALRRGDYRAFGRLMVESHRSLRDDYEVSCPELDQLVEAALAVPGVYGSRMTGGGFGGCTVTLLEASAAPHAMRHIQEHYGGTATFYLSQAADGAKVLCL
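Kinase-Glo Plus luminescence measured ATP left after a 1 h room-temperature reaction. The reaction used 5 nM GALK, 100 uM galactose and 35 uM ATP at pH 8.0 (20 mM HEPES, 5 mM MgCl2, 60 mM NaCl, 1 mM DTT, 0.01% BSA).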
TSHR antagonist: human thyrotropin receptor antagonism; TSHR-expressing cells, TSH-stimulated cAMP HTRF, 2 h; stronger effect = lower value; activity change, negative = inhibition, % at 11.5 µM; 330,000 compounds, 0.2% hits; AID 504810;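 active = activity change below a set negative limit, meaning inhibition stronger than a set level, cut at about -70% in these data; inconclusive = activity change between two set negative limits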; also: % is scaled to controls: 0 for no effect and ±100 for the full control effect
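Read-out is FRET at 665 nm (cryptate excitation 337 nm) from a cryptate-tagged anti-cAMP antibody, competed by cell cAMP against cAMP-d2. Compounds are tested on freshly harvested TSHR cells challenged with 4nM TSH (EC80) for 2 hours at 37 deg C.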
PKM2 act: increases activity of human pyruvate kinase M2; purified PKM2, Kinase-Glo ATP luminescence, activation; response scale: 0% is enzyme alone, no compound; 260,000 compounds, 0.34% hits; AID 1631; P14618; Potency, µM (series often up to 57.5 µM), inactives show top-dose activation, hits mostly activators; also: potency is read from the fitted curve at half-maximal effect; % is scaled to controls: 0 for no effect and ±100 for the full control effect; nearly all actives have a fitted effect of over 55% in size
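Kinase-Glo luminescence reports ATP generated from ADP (0.1 mM) and PEP (0.5 mM) by purified hPK-M2 after 1 h at room temperature, pH 7.2 imidazole buffer; intermediate enzyme activity allows detecting inhibitors and activators.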
Eya2 phos inh: blocks the phosphatase activity of human Eya2; 330,000 compounds, 0.006% hits; Potency, µM (doses to about 76.9 µM), without a hit: top-dose activity, negative = inhibition, usual class: inhibitors; O00167; recombinant Eya2, OMFP fluorescence dephosphorylation (OMFP is methylfluorescein phosphate); also: potency is read from the fitted curve at half-maximal effect; % is scaled to controls: 0 for no effect and ±100 for the full control effect
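Eya2 (0.2 uM) preincubated 10 min at ambient with compound, then OMFP substrate added at 50 uM; 10 min reaction in 50 mM HEPES pH 7.5, 50 mM NaCl, 5 uM MgCl2, 0.05% BSA, 1 mM DTT. Fluorescence read at Ex 485/Em 525 nm.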
Menin-MLL TR inh: menin-MLL binding inhibition, Texas Red mutant peptide; O00255; Menin + Texas Red MLL mutant peptide, fluorescence polarization; Potency, µM (titrated, usually from 61.6 µM), for the others: at the highest dose FP activity change, negative = inhibition, hits mostly inhibitors; 270,000 compounds, 0.23% hits; AID 1768; active = well fitted inhibition curve with a large enough effect in the polarisation, with a control signal flat, not every such curve was filed as active; inconclusive = small, poorly fitted or top-dose-only effect, or effect the other way, or a change in a side signal; inactive = no such curve, though single readings can be large or run the other way; the % refers to the polarisation; also: potency is read from the fitted curve at half-maximal effect; % of control where 0% means no effect; many of its hits are not listed in these tables
Mito fusion yeast: inhibitors of mitochondrial division or activators of mitochondrial fusion. Potency, µM (titrated, usually from 46.1 µM), for the others: at the highest dose growth rescue (activation), actives largely listed as activators. S. cerevisiae fusion-defective mutant growth rescue, CellTiterGlo 48 h. 320,000 compounds, 0.23% hits. AID 485298;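 also: potency is read from the fitted curve at half-maximal effect; % of control where 0% means no effect; nearly all actives have a fitted effect of over 45% in size; temperature-sensitive fusion mutants such as fzo1-1 at 37 °C on non-fermentable ethanol glycerol medium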
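Yeast fusion mutant, YPEG (non-fermentable carbon), compound, 48 h at 37C non-permissive; CellTiterGlo added, 10 min RT, luminescence read. Rescued growth = division inhibition.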
USP2a block: inhibitors of human ubiquitin-specific protease USP2a; 330,000 compounds, 0.01% hits; USP2 core, Ub-CHOP2 coupled fluorogenic reporter, 485/531; Potency, µM (doses to about 38.3 µM), without a hit: at the highest dose activity change, negative = inhibition, actives largely listed as inhibitors;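 also: potency is read from the fitted curve at half-maximal effect; plate controls were DMSO wells for no effect and full inhibition by NEM control for full effect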
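Cell-free coupled assay: 10nM USP2 core preincubated 30min RT with compound in Tris-HCl pH 8.0/CaCl2/CHAPS buffer, then 25nM Ub-CHOP2 and 25nM reporter substrate; fluorescence (Ex 485/Em 531) read after 60min RT, normalized to NEM inhibition, concentration-response curves fitted.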
hERG WT inh: blocks the wildtype human KCNH2 potassium channel; AID 720551; activity change, % at 1.84 µM; U2OS, BacMam KCNH2, thallium flux FluxOr; stronger effect = lower value; 340,000 compounds, 0.37% hits;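 active = maximum activity change below -70%; inconclusive = maximum activity change between -70% and -50%; inactive = maximum activity change above -50%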; also: % is scaled to controls: 0 for no effect and ±100 for the full control effect
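U2OS cells were transduced with wild-type KCNH2 virus (2.03 x 10^8 / mL) for 4 h at room temperature, then cultured overnight at 37 C. Thallium flux was read with FluxOr dye. Rate constants were normalized to DMSO controls.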
S-ASM inh: blocks human secretory acid sphingomyelinase; Potency, µM (top dose mostly 57.5 µM), for the others: top-dose activity change, negative = inhibition, actives largely listed as inhibitors; 340,000 compounds, 0.006% hits; AID 504937; P17405; placental ASM, HMU-PC fluorogenic substrate, 60 min; also: potency is read from the fitted curve at half-maximal effect
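Fluorogenic HMU-PC substrate (9 uM final) is turned over by placental ASM in 60 min at 37 C after a 10 min compound preincubation. Reaction ended by alkaline stop (pH 10), with fluorescence read at 386/447 nm.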
Active calls of the source: *; ? = inconclusive; . = not tested or not shown; [ ] = dose if it differs, or a comment. Unless noted, calls follow the shape of the dose curve; as a rule, active = well fitted curve in the direction sought with a large enough effect; inconclusive = small, poorly fitted or top-dose-only effect, or another doubt; inactive = no such curve, though single readings can be large; an effect the other way counts as inactive or inconclusive. Not all compounds are listed; count on the stated rates, not on these rows.

SMILES	MBNL1 CUG block	Chronic BCR inh	GALK inhibitor	TSHR antagonist	PKM2 act	Eya2 phos inh	Menin-MLL TR inh	Mito fusion yeast	USP2a block	hERG WT inh	S-ASM inh
CSc1ncccc1C(=O)OCC(=O)NC(C)(C)C	-5%	-3%	-1%	-1	2%	-6%	8%	5%	2%	-7	-2%
O=C(NNC(=O)c1ccccc1F)c1ccc2[nH]c(=O)c(=O)[nH]c2c1	0%	0%	-3%	-7	.	18%	1%	1%	1%	-25	3%
Cc1ccc(S(=O)(=O)N2CCN(C(=O)N(C)C)CC2)cc1C	6%	-1%	0%	-1	0%	-1%	1%	0%	0%	-4	-1%
O=C(COc1ccccc1Cl)N(Cc1ccco1)C1CCS(=O)(=O)C1 (stereo not drawn)	5%	-10%	0%	-2	-3%	-8%	-14%	5%	1%	7	1%
Cc1ccc(NC(=O)CSc2nnc(NC(=O)C(C)C)s2)c(C)c1	-10%	-3%	5%	0	-9%	-1%	-11%	-1%	0%	6	-2%
COc1nc(-c2cccc([N+](=O)[O-])c2)nc2ccccc12	-9%	-2%	0%	-10	-1%	3%	.	0%	7%	1	-3%
Cc1cccc(C(=O)NC2CCN(CC(=O)Nc3ccccc3Cl)CC2)c1	-1%	-17%	1%	-1	0%	-6%	1%	-5%	-1%	15	2%
CCCCc1nc2cc(C(=O)N(C)C(C)c3ccccn3)ccc2o1 (stereo not drawn)	7%	5%	.	2	-2%	0%	-18%	2%	-1%	-2	2%
COc1ccc(C2CC(O)(c3ccccc3)Oc3cc(OC)ccc32)cc1 (stereo not drawn)	-1%	1%	-2%	-2	6%	-2%	?	?	-3%	-2	-22%
Cc1ccc(OCC(=O)Nc2cccc(S(=O)(=O)N3CCCCCC3)c2)cc1C	.	-4%	.	-10	.	5%	.	5%	1%	4	0%
CCOc1ccccc1NC(=O)CCN(c1ccc(C)cc1)S(=O)(=O)c1ccccc1	.	?	2%	-2	-2%	-4%	2%	21%	4%	9	-2%
CCCN(CC(=O)Nc1ccccc1C)C(=O)C1CCN(C(=O)Nc2ccccc2)CC1	.	?	.	-1	.	-1%	.	1%	-3%	-1	3%
O=C(Nc1cccc(NC(=O)c2ccc(Cl)cc2)n1)c1ccc(Cl)cc1	-8%	5%	1%	6	0%	-3%	.	0%	-1%	4	0%
Cc1ccc(C(=O)Nc2ccncc2)cc1[N+](=O)[O-]	?	1%	6%	10	-2%[11.5 µM]	-30%	-1%	0%	0%	3	-1%
COc1ccc(OC)c(N/C=C2/CCCCC2=O)c1	21%	?	1%	2	6%	17%	-7%	-3%	0%	-2	26%
COc1ccc(C(=O)C2CCCN(C(=O)c3cccc(Cl)c3F)C2)cc1OC (stereo not drawn)	-6%	-3%	5%	2	.	-12%	.	1%	0%	-2	0%
COC(=O)Cn1c(=O)c(C(=O)CCl)c(N)n(Cc2ccccc2)c1=O	-7%	13%	8%	-7	-5%	13%	.	-5%	0%	-1	5%
CCOC(=O)c1cc(-c2ccc(OC(F)F)cc2)nc2c1c(=O)[nH]c(=O)n2C	.	?	-2%	-1	2%	-12%	-8%	5%	2%	3	2%
CCOP(=O)(OCC)C(NC(=O)c1ccc(OC)c(OC)c1)c1ccccc1 (stereo not drawn)	5%	-1%	1%	-3	-1%	3%	-11%	-2%	0%	9	2%
Cc1ccc2c(COC(=O)c3ccccc3Cl)cc(=O)oc2c1	-1%	?	11%	0	2%	-2%	?	-1%	1%	0	1%
Nc1nn(-c2cccc(F)n2)cc1-c1ccccc1	-7%	?	7%	-7	-14%	11%	21%	3%	-2%	6	3%
CCc1n[nH]c(=S)n1/N=C/c1c(C)nn(-c2ccccc2)c1Cl	0%	-10%	-2%	0	-6%	3%	14%	-2%	1%	-3	-5%
O=C(COC(=O)c1cn(-c2ccccc2)nc1-c1ccccc1)Nc1ncc(Cl)cc1Cl	8%	13%	1%	-5	1%	?	.	3%	-2%	2	-1%
O=C(/C=C/c1ccc(Br)o1)NC(c1ccccc1)c1ccccc1	7%	?	2%	-16	-5%	3%	-19%	?	1%	3	3%
CC(=O)Nc1ccc2c(c1)ncn2-c1ccc(C)cc1	-5%	6%	3%	6	-1%	9%	-29%	0%	0%	-21	-1%
SMILES	MBNL1 CUG block	Chronic BCR inh	GALK inhibitor	TSHR antagonist	PKM2 act	Eya2 phos inh	Menin-MLL TR inh	Mito fusion yeast	USP2a block	hERG WT inh	S-ASM inh
COc1ccc(N2CCN(C(=S)Nc3ccc(F)cc3)CC2)cc1	1%	0%	-3%	-5	-1%	4%	21%	-9%	0%	-9	0%
CCCCNC(=O)COC(=O)c1ccc(Cl)c(S(N)(=O)=O)c1	-9%	?	0%	37	-18%	3%	-3%	-4%	0%	1	-3%
COc1ccc(CCN2CC(C(=O)Nc3cc(F)ccc3F)CC2=O)cc1OC (stereo not drawn)	.	-4%	.	11	.	26%	.	-6%	0%	1	-2%
Cc1nn(C)c(C)c1NC(=O)COc1ccc(Cl)cc1	.	0%	.	-4	.	-1%	.	-1%	3%	-2	1%
Clc1cccc(Cl)c1Cn1ccc(C2CC2)n1	-8%	4%	3%	11	11%	2%	-4%	0%	0%	3	2%
O=C(Nc1cccc(Cl)c1)c1ccc(S(=O)(=O)NCC2CCCO2)cc1 (stereo not drawn)	0%	0%	-2%	-17	-6%	0%	56%[activator]	-7%	-2%	-15	-8%
O=C(NCCn1c(-c2ccncc2)nc2ccccc21)[C@H]1CCCN1c1nc(CN2CCCCC2)cs1	-11%	0%	.	9	3%	-5%	3%	5%	2%	-1	3%
COc1ccc(Cn2c(O)c(C=Nc3ccc(O)cc3)c3ccccc3c2=O)cc1	.	?	0%	-14	-3%	-3%	?	?	11%	0	10%
Cc1csc(SCC(=O)Nc2ccccc2[N+](=O)[O-])n1	?	?	0%	-9	6%	6%	?	-6%	10%	11	7%
Cc1cc(C)cc(OCC(=O)Nc2ccc3c4c(cccc24)CC3)c1	2%	-2%	1%	-9	-2%	-13%	-23%	-3%	0%	-15	-1%
CCC1CCCCN1CCCNC(=O)c1ccc2c(c1)N(Cc1ccc(F)cc1)C(=O)c1ccccc1S2=O (stereo not drawn)	0%	?	8%	10	1%	-12%	?	-8%	0%	19	-1%
CC1(C)Oc2ccc3ccc(=O)oc3c2/C(=C/NCCN/C=C2\C(=O)C(C)(C)Oc3ccc4ccc(=O)oc4c32)C1=O	-4%	23%	-2%	11	-10%	10%	-9%	-4%	0%	.	.
COc1ccc(CC(C)N2CCN(c3cccc(C(F)(F)F)c3)CC2)cc1OC (stereo not drawn)	-7%	16%	0%	-6	0%	-3%	-3%	-2%	2%	-9	0%
O=c1c(-c2ccccc2)coc2cc(O)ccc12	?	?	3%	14	10%	7%	10%	13%	-6%	4	45%[activator]
COc1ccc(N(C(=O)CNC(=O)c2ccco2)C(C(=O)NC2CCCC2)c2cccnc2)cc1 (stereo not drawn)	-1%	8%	0%	-9	.	-4%	-2%	-4%	-1%	10	2%
S=C(NCCCNC(=S)Nc1ccccc1)Nc1ccccc1	-18%	5%	2%	0	-3%	-4%	12%	0%	1%	1	3%
Cc1cccc(Cl)c1OCCCCn1ccnc1	1%	-13%	2%	-1	-3%	0%	-21%	-7%	2%	25	6%
CCN(CC)C(=O)CSc1nc2sc(C)c(C)c2c(=O)[nH]1	7%	?	0%	1	-5%	7%	-17%	2%	0%	-10	0%

High-throughput results: PubChem BioAssay, National Center for Advancing Translational Sciences (NCATS)
